NPY1 pot ag: NPY-Y1 receptor potentiators or agonists, primary screen, cell-based | 220,000 tested, 0.37% active | NPY-Y1 expressing cells, potentiator/agonist activation | Neuropeptide Y receptor type 1 (Homo sapiens), P25929 | activation, % at 3.6 µM; in the data active = activation above about 33%, passing the limit was not always enough;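 note: cells stimulated with NPY at EC10 then isoproterenol at EC100; 0% = low agonist plus stimulus and 100% = saturating agonist plus stimulus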
Target sequence (P25929 whole entry, looked up): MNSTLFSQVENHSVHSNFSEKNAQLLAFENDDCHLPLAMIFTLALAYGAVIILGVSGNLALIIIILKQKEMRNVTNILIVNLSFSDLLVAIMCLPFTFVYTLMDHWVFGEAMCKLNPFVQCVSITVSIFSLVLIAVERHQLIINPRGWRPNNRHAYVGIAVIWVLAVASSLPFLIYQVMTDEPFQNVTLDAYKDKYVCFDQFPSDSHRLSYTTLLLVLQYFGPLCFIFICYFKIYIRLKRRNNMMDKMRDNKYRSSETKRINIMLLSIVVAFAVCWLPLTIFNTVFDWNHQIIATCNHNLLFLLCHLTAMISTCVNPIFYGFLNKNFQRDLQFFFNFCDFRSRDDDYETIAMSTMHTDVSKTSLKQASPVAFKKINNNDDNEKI
14-3-3 Bad inh: inhibitors of 14-3-3 zeta/Bad binding, primary screen, biochemical, TR-FRET, bovine 14-3-3 zeta; 14-3-3 protein zeta/delta (Bos taurus), P63103; TR-FRET 14-3-3zeta/Dy647-pBad peptide displacement, 1 h; inhibition, % at 21.7 µM; 220,000 tested, 0.71% active; AID 781, 2007;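 active = inhibition above about 70%, limit read from the data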;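 note: 0% = full 14-3-3 plus peptide FRET controls and 100% = background without 14-3-3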
Target sequence (P63103 whole entry, looked up): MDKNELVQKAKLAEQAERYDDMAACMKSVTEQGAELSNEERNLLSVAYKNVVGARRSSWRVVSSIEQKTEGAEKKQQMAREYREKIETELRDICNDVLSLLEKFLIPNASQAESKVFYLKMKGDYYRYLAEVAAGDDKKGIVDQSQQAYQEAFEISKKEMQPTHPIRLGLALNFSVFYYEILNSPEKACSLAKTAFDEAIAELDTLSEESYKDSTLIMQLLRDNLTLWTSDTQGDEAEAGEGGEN
TRPML3 agonist: human TRPML3 channel agonists, primary screen, cell-based, HEK293 TRPML3-YFP, Fluo-8 calcium fluorescence, 3 µM. Mucolipin-3 (Homo sapiens), Q8TDD5. 100% = the carbachol control signal. activation, % at 3 µM. 220,000 tested, 0.29% active. AID 1448, 2008;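 active = activation above its plate's cutoff, the mean activation of the plate's test wells plus 3 SD, cut at about 12% in these data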;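 note: 0% = DMSO only wells and 100% = carbachol wells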
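Test system – HEK293 line with stable expression of human TRPML3-YFP channel · Control set – carbachol 87 µM final as high control (100%), DMSO as low control (0%) · Signal – Fluo-8 calcium dye fluorescence, ex 470-495, em 515-575 nm · Incubation – 1-h 37 °C dye load, 5-s basal, 120-s post-compound reads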
EP2 modulator: EP2 receptor modulators, cAMP readout, primary screen, cell-based, HTRF cAMP, PGE2 stimulation; Prostaglandin E2 receptor EP2 subtype (Homo sapiens), P43116; EP2-expressing cells, cAMP HTRF FRET, PGE2 co-stimulation; induction, % at 25 µM; 260,000 tested, 0.83% active;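 active = compounds whose cAMP rise, as percent of the full-agonist control response, exceeds 60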;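 note: rat C6 glioma line stably carrying human EP2 under a CMV promoter; the protocol text gives 20 µM as final concentration; 100% = response of wells given 1 µM PGE2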
Target sequence (P43116 whole entry, looked up): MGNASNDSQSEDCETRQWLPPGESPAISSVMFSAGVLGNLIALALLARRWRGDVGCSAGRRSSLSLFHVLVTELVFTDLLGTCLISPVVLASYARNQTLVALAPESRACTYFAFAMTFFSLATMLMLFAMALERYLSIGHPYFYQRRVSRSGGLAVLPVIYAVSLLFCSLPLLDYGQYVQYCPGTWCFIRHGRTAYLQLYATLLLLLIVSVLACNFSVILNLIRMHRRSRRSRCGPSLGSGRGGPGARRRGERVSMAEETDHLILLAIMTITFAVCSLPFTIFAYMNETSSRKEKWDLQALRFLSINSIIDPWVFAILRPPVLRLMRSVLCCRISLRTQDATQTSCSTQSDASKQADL
PPC-1+TRAIL kill: compounds killing PPC-1 cancer cells with TRAIL present, primary screen, TRAIL potentiator project, ATPLite luminescence, uHTS; PPC-1 cells + TRAIL, ATPLite viability luminescence; 220,000 tested, 0.41% active; cell killing (% activity), % at 4 µM;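 active = cell killing above 50% in the first pass at 4 µM, then a duplicate retest at 5 µM averaging 50% or more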;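 note: plate controls were cells with TRAIL plus DMSO for no effect and medium-only wells lacking cells for full effect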
CHOP inh: inhibitors of CHOP promoter induction, primary screen, cell-based, unfolded protein response, luciferase reporter | inhibition, % at 10 µM | 220,000 tested, 3.8% active | AID 2732, 2010 | CHO-K1 CHOP-promoter luciferase, tunicamycin-induced, 15-18 h;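 active = compounds that reduced the stress-induced luciferase reporter signal by more than about 70% of percent inhibition, limit read from the data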;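 note: 0% = tunicamycin plus vehicle and 100% = wells without tunicamycin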
zfTRPN1 agonist: zebrafish TRPN1 channel agonists, primary screen, cell-based, HEK293, calcium fluorescence | 220,000 tested, 0.18% active | AID 1424, 2008 | HEK293 zebrafish TRPN1-YFP, Fluo-8 calcium fluorescence; 100% = response to 87 µM carbachol | activation, % at 3 µM | transient receptor potential cation channel N1 (TRPN1/NompC), Danio rerio;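 active = activation above its plate's cutoff, the mean activation of test wells on that plate plus 3 SD, cut at about 19% in these data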;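 note: 0% = DMSO alone and 100% = 87 µM carbachol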
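Material: zebrafish TRPN1-YFP in HEK293 cells; Doses: single test compound dose, 3 µM nominal, 0.3% DMSO; Timing: dye loading 1 h at 37 °C, then 30 min room temperature; Technique: intracellular calcium fluorescence with Fluo-8; Benchmarks: high carbachol 87 µM, low DMSO alone.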
NPY Y1 blocker: NPY-Y1 receptor antagonists, primary screen, cell-based; 200,000 tested, 1% active; HEK293-CNG Y1 cells, membrane potential fluorescence; NPY at EC95, then isoproterenol; inhibition, % at 3.6 µM;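 active = inhibition above the campaign mean inhibition of all tested compounds plus 3 SD, cut at about 20% in these data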;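 note: 0% = DMSO wells given NPY plus isoproterenol and 100% = isoproterenol alone without NPY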
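Assay system: HEK293 Y1/CNG channel cell line; Doses: single compound dose of 3.6 µM, 0.4% DMSO; Timing: dye 3 h, compound 60 min room temperature, stimulation 45 min; Technique: Membrane-potential fluorescent dye readout; Measure: % inhibition of NPY effect.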
PGE2 EP2 inh: human EP2 receptor antagonists, primary screen, TR-FRET cAMP, C6 glioma cells; C6 glioma cells expressing human EP2; cells stimulated with saturating PGE2; inhibition, % at 25 µM; 260,000 tested, 0.52% active; AID 1422, 2008;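 active = percent inhibition above 40 after rounding to a whole number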;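 note: rat C6 glioma host cells with rolipram phosphodiesterase inhibitor present; the protocol text gives 20 µM as final concentration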
The depositor's hits bear a star; nt = not tested or not shown; & = joins results of further samples; [ ] = dose if it differs, or a comment. These rows are one share of the data (hit frequency here may not be typical).

SMILES	NPY1 pot ag	14-3-3 Bad inh	TRPML3 agonist	EP2 modulator	PPC-1+TRAIL kill	CHOP inh	zfTRPN1 agonist	NPY Y1 blocker	PGE2 EP2 inh
COCCCNC(=O)c1cc2c(=O)n3cc(C)ccc3nc2nc1NCC1CCCO1 (configuration not stated)	-6	0[fluorescence artefact?]	1.0	23	28	-6	1.0	2	7
COCCOC(=O)c1c(C)oc2ccc(OCc3ccccc3)cc12	-49	4	0.1	65*	6	3	0.2	8	8
Cc1sc2nc(SC(C)C)nc(N)c2c1C	25	-7	0.4	17	6	30	1.2	8	12
CC(=O)c1ccc2c(c1)Cc1cc(C(C)=O)ccc1-2	19	-2	1.2	17	4	1	-1.8	-5	4
N#Cc1c(SCC(N)=O)nsc1SCc1ccc(Cl)cc1	-24	16	-1.1	-22	15	17	0.3	-4	3
CC(OC(=O)CCc1nc2ccccc2c(=O)[nH]1)C(=O)c1ccc(C(C)(C)C)cc1 (configuration not stated)	-18	-9	0.9	-33	6	92*	-1.2	5	9
COC(=O)c1ccccc1N1C(=O)[C@@H]2C(c3ccc(F)cc3)=NO[C@@H]2C1=O	-15	15	0.5	27	4	-7	0.1	1	8
COc1ccc(S(=O)(=O)N2Cc3ccccc3CC2C(=O)N2CCOCC2)cc1 (configuration not stated)	-15	nt	4.3	nt	-4	nt	-0.1	3	9
Nc1n[nH]c(-c2ccc([N+](=O)[O-])cc2[N+](=O)[O-])n1	9	-7	1.6	12	-12	14	0.2	-2	10
CCOC(=O)C1C(c2ccccc2)N(C)OC1(O)C(F)(F)F (configuration not stated)	11	-16	0.4	19	18	3	1.4	2	2
CC(=O)N1N=C(c2ccccc2O)OC1(C)CC(=O)Nc1ccccc1 (configuration not stated)	-5	-9	0.6	8	17	11	0.9	-1	6
O=C(Nc1ccccc1Cl)c1cnccn1	-10	-2	0.6	-8	0	36	0.6	-3	5
CC(=O)Nc1ccc(NC(=O)CSc2ccc(C)cc2)cc1	8	1	0.7	-17	19	-23	1.1	-6	19
CCCCc1nc(NCCO)c(C#N)c2c1CCCC2	2	5	0.2	47	9	35	-2.2	4	3
Cc1nn(CC(=O)NCc2cccnc2)c(C)c1[N+](=O)[O-]	11	5	0.3	7	-5	-6	-1.2	-3	5
CCOC(=O)C1=NN(c2ccccc2)C2=NC(C)=C(C(=O)OC)C(c3cccs3)N12 (configuration not stated)	-34	nt	0.3	nt	nt	nt	-0.2	1	2
COC(=O)C1=C(C)NC(=S)NC1c1sccc1C (configuration not stated)	-6	0	1.0	-27	19	-15	1.6	0	5
CCC(=O)c1ccc(OCc2ccc(C(=O)OC)cc2)cc1	-5	-5	0.5	7	14	33	-0.8	3	6
CCOc1ccc(N(Cc2cc3ccc(C)cc3[nH]c2=O)C(=O)COC)cc1	-35	-7	0.2	2	11	22	0.6	3	3
Cc1sc2nc3c4ccccc4c(NCc4ccco4)nn3c(=O)c2c1C	-3	5[fluorescence artefact?]	1.0	50	25	-33	1.1	2	11
CC(=O)c1c(N2CCN(c3ccccn3)CC2)nc(=S)n(-c2ccccc2)c1C	-7	-5	0.7	6	28	-3	-0.2	0	3
CCOC(=O)N1CCC(Nc2c(NCCCN3CCN(CC)CC3)c(=O)c2=O)CC1	4	-12[fluorescence artefact?]	0.7	11	17	-1	-0.8	11	5
CSCCC(NC(C)=O)C(=O)OCC(=O)N(c1ccccc1)c1ccccc1 (configuration not stated)	27	-23	0.7	20	-10	4	1.5	-5	0
O=C(O)C(Cc1c[nH]c2ccccc12)N1C(=O)C2C3c4ccccc4C(c4ccccc43)[C@@H]2C1=O (some centres not stated)	4	-10	0.9	5	-5	14	-1.8	nt	3

For reference, eleven of the compounds above:
SMILES	NPY1 pot ag	14-3-3 Bad inh	TRPML3 agonist	EP2 modulator	PPC-1+TRAIL kill	CHOP inh	zfTRPN1 agonist	NPY Y1 blocker	PGE2 EP2 inh
COC(=O)c1ccccc1N1C(=O)[C@@H]2C(c3ccc(F)cc3)=NO[C@@H]2C1=O	-15	15	0.5	27	4	-7	0.1	1	8
COc1ccc(S(=O)(=O)N2Cc3ccccc3CC2C(=O)N2CCOCC2)cc1 (configuration not stated)	-15	nt	4.3	nt	-4	nt	-0.1	3	9
Nc1n[nH]c(-c2ccc([N+](=O)[O-])cc2[N+](=O)[O-])n1	9	-7	1.6	12	-12	14	0.2	-2	10
CCOC(=O)C1C(c2ccccc2)N(C)OC1(O)C(F)(F)F (configuration not stated)	11	-16	0.4	19	18	3	1.4	2	2
CC(=O)N1N=C(c2ccccc2O)OC1(C)CC(=O)Nc1ccccc1 (configuration not stated)	-5	-9	0.6	8	17	11	0.9	-1	6
O=C(Nc1ccccc1Cl)c1cnccn1	-10	-2	0.6	-8	0	36	0.6	-3	5
CC(=O)Nc1ccc(NC(=O)CSc2ccc(C)cc2)cc1	8	1	0.7	-17	19	-23	1.1	-6	19
CCCCc1nc(NCCO)c(C#N)c2c1CCCC2	2	5	0.2	47	9	35	-2.2	4	3
Cc1nn(CC(=O)NCc2cccnc2)c(C)c1[N+](=O)[O-]	11	5	0.3	7	-5	-6	-1.2	-3	5
CCOC(=O)C1=NN(c2ccccc2)C2=NC(C)=C(C(=O)OC)C(c3cccs3)N12 (configuration not stated)	-34	nt	0.3	nt	nt	nt	-0.2	1	2
COC(=O)C1=C(C)NC(=S)NC1c1sccc1C (configuration not stated)	-6	0	1.0	-27	19	-15	1.6	0	5

The listing continues.
SMILES	NPY1 pot ag	14-3-3 Bad inh	TRPML3 agonist	EP2 modulator	PPC-1+TRAIL kill	CHOP inh	zfTRPN1 agonist	NPY Y1 blocker	PGE2 EP2 inh
CC(C)CCNC(=O)CCCc1ccccc1	-13	9	0.1	-23	31	-14	0.6	1	1
CCOc1ccc(C2CC(=O)N(Nc3ccc([N+](=O)[O-])cc3[N+](=O)[O-])C2=O)cc1 (configuration not stated)	-16	1	0.1	-11	4	-3	-0.4	nt	14
COc1ccc(CC(=O)Nc2ccc3c(c2)CCC3)cc1S(=O)(=O)N1CCOCC1	-22	-4	-0.1	-37	-4	-22	1.1	-10	13
O=C(OCc1cccc2ccccc12)c1ccc2c(=O)[nH]c(CN3CCOCC3)nc2c1	-14	-6	0.5	-4	4	25	1.6	-5	16
Nc1nonc1C(=O)OCC(=O)N1CCCCC1	-3	-10[fluorescence artefact?]	0.6	13	12	24	1.6	6	11
COc1cccc(C2CC(c3cccs3)=NN2C(=O)CSC2=NN3CCCC(=O)N=C3S2)c1OC (configuration not stated)	17	9	-0.5	1	2	-9	0.8	0	14
O=C(Nc1ccc(CN2CCCCC2)cc1)c1cccc(F)c1	17	-2	1.9	-5	1	1	2.2	2	8
Cc1cc(C)n(-c2nncn2NC(=O)c2ccc(Cl)cc2O)n1	15	nt	0.4	5	10	8	-0.7	2	16
Fc1ccc(Oc2ncccn2)c(F)c1	-3	9[fluorescence artefact?]	0.1	22	10	11	0.4	-2	1
CCOc1ccc(CN2CCN(CC(O)Cn3c4ccccc4c4ccccc43)CC2)cc1 (configuration not stated)	-94	4	0.9	-41	20	108*	0.1	7	12
COc1ccccc1Nc1ncccc1C(=O)NCc1ccccc1	-8	-3	0.8	-35	24	13	-0.2	2	0
Cc1ccc(Nc2c3c(nc4ncnn24)CC(C)CC3)cc1 (configuration not stated)	5	-10	-1.0	37	11	20	-2.4	-1	12
CC(C)CC1(C(=O)NCc2ccccn2)C=CCN1C(=O)c1ccccc1 (configuration not stated)	-6	-4	0.4	-6	10	16	0.5	4	9
CS(=O)(=O)N1CCC(C(=O)NCCN2CCN(Cc3ccccc3)CC2)CC1	-5	11	0.5	-15	1	-10	1.0	-2	6
O=C(NCCCCNC(=O)c1ccccn1)c1ccccn1	1	4	1.0	0&22	4	2	1.3	7	15&5
O=C(CSc1ccsc1[N+](=O)[O-])N1CCCCC1	3	-8	0.8	0	25	4	0.3	1	4
CC1(C)CC(=O)c2cnc(NC(=O)c3ccco3)nc2C1	-3	nt	-0.1	nt	9	nt	1.0	13	12
Cc1ccc(NC(=O)CN(C)CC(=O)Nc2ccccc2C(=O)Nc2ccccc2)cc1	-13	-10	0.0	22	6	3	0.1	18	2
COC(=O)C(C(=O)OC)c1ccccc1[N+](=O)[O-]	-11	-2[fluorescence artefact?]	0.5	7	16	46	-1.0	-2	6
COc1cccc(C(=O)NC(=S)Nc2ccc(Cl)c(C(=O)O)c2)c1	-10	6[fluorescence artefact?]	1.0	12	25	-12	0.7	3	7
CCC(=O)Nc1ccc(-c2cc(-c3ccccc3)nc(-c3ccc(NC(=O)CC)cc3)n2)cc1	-3	12[fluorescence artefact?]	0.9	6	-3	10	1.8	-4	14
CCCS(=O)(=O)c1c(S(=O)(=O)CCC)c2c(N)cccn2c1C(=O)c1ccc(OC)cc1	-6	-7	0.2	30	-5	-12	2.8	-1	3
COc1ccccc1-c1nn2c(=O)cc(C)nc2s1	4	12	0.0	4	14	-25	-0.6	3	nt
CCOC(=O)CNC(=O)Nc1nnc(-c2ccc(OCC)cc2)o1	14	-19	0.3	6	15	31	0.2	4	12
S=c1[nH]ncn1/N=C/c1cccs1	15	-3	1.0	18	20	-13	1.3	nt	2
CCCCC(=O)Nc1cccc(-c2nc3ncccc3o2)c1	5	11	1.3	-34	12	12	2.6	-2	10
Clc1ccc(Br)cc1-c1nc(-c2ccncc2)no1	19	55[fluorescence artefact?]	0.8	-35	1	5	0.2	12	12
CCC1(C)Cc2ccccc2/C(=C/C(=O)N2CCCCC2)N1 (configuration not stated)	0	77*	-0.3	4&59	17	29	-1.6	16	20&18
O=C1c2cccc3cccc(c23)C(=O)N1CCCN1CCN(c2ccc(F)cc2)CC1	24	-3	0.9	-26	1	9	-0.7	11	6
CCC(CNc1cc(OC)cc2cccnc12)NC1CCCCC1 (configuration not stated)	-2	-1	0.8	-25	-3[5 µM]	-12	0.3	nt	14

Entries of single compounds from above. Order of values: NPY1 pot ag | 14-3-3 Bad inh | TRPML3 agonist | EP2 modulator | PPC-1+TRAIL kill | CHOP inh | zfTRPN1 agonist | NPY Y1 blocker | PGE2 EP2 inh
COc1cccc(C(=O)NC(=S)Nc2ccc(Cl)c(C(=O)O)c2)c1 is listed as -10 | 6[fluorescence artefact?] | 1.0 | 12 | 25 | -12 | 0.7 | 3 | 7
CCC(=O)c1ccc(OCc2ccc(C(=O)OC)cc2)cc1 is listed as -5 | -5 | 0.5 | 7 | 14 | 33 | -0.8 | 3 | 6
